# Source: PubChem BioAssay
# Rin1-Abl PPI inh: blocks binding of human Rin1 to Abl; TR-FRET Rin1/Abl binding, biochemical; AID 588664; actives 0.4% (n = 360,000); inhibition, % at 7.35 µM; in the data active = inhibition above about 5%, passing the limit was not always enough
# PABP1 MLLE inh: inhibitors of microRNA-mediated deadenylation, human PABP1 MLLE binding; P11940; GST-MLLE / FITC-PAM2 fluorescence polarization; inhibition, % at 20 µM; actives 0.36% (n = 360,000); AID 588489; in the data active = inhibition above about 35%, passing the limit was not always enough;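 note: plate controls were DMSO wells with GST-MLLE for no effect and wells lacking GST-MLLE protein for full effect; some results filed as inactive read as strong as hits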
# E coli Lon inh: E. coli protease La inhibition. purified E. coli Lon protease, fluorescence polarization. inhibition, % at 7.94 µM. actives 0.42% (n = 360,000); in the data active = inhibition above about 13%, passing the limit was not always enough;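 note: 0% = enzyme with probe and DMSO and 100% = no enzyme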
# Neddyl block: cullin neddylation inhibition | TR-FRET cullin neddylation, biochemical | calls only at 25 µM | actives 0.58% (n = 360,000); in the data active = inhibition above about 36%
# NRP1-CendR mod: alters CendR peptide binding to human NRP-1. actives 0.85% (n = 360,000). O14786. FAM-RPARPAR peptide binding to NRP-1, fluorescence polarization. inhibition, % at 25 µM;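 active = inhibition or corrected inhibition above about 18%, plus a signal ratio from 0.5 to 1.5, limit read from the data, passing the limit was not always enough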; note: strong numbers were not always called active
# Target sequence (O14786 whole entry, looked up): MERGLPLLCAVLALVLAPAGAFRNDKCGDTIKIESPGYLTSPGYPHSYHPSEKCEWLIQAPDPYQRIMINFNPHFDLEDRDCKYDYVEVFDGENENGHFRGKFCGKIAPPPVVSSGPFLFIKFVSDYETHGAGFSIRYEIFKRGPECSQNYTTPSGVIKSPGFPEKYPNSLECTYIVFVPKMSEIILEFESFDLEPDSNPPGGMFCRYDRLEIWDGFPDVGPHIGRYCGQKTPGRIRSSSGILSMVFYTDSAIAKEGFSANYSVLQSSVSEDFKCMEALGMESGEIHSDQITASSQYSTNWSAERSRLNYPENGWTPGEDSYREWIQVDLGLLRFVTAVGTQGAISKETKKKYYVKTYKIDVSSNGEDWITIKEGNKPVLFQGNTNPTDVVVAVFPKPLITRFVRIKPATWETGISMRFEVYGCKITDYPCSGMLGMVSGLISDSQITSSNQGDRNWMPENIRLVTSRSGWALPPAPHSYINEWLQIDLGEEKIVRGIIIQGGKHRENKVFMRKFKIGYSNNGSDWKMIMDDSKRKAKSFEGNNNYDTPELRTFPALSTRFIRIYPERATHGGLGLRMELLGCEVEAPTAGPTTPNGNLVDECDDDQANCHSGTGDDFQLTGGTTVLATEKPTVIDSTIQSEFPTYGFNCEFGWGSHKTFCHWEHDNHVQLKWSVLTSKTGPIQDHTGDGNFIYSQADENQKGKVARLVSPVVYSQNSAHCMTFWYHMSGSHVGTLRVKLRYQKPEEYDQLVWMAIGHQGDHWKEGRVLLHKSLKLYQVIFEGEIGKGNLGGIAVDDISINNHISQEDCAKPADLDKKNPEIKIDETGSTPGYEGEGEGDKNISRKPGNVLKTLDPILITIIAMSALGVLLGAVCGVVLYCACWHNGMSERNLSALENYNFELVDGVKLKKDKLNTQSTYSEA
# SKN-1 block: C. elegans SKN-1 inhibition; C. elegans VP596 Pgst-4::GFP/RFP ratio, acrylamide-induced, 24 h; inhibition, % at 21.8 µM; actives 0.49% (n = 360,000); AID 624304;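 active = interference check ratio from 0.5 to 1.5 plus GFP to RFP signal ratio inhibition reaching or exceeding a fixed threshold, cut at about 30% in these data, passing the limit was not always enough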; note: some compounds called inactive have numbers as strong as hits
# MsrA act: bovine methionine sulfoxide reductase A activation. purified bovine MsrA, absorbance read-out. activation, % at 10.6 µM. actives 0.3% (n = 360,000); in the data active = activation above about 7.5%;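 note: 0% = vehicle and 100% = reference activator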
# MT1-MMP act inh: inhibitors of human MT1-MMP activation. actives 0.061% (n = 360,000). GFP/RFP ratio change, % at 20 µM. HT1080 RFP-PRO-GFP cells, GFP/RFP ratio fluorescence, overnight; percent of plate control window, DMSO zero. P50281;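 active = GFP/RFP ratio change of at least 30% with cell ATP level not reduced by more than half and red fluorescence within 50% of control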; note: strong numbers were not always called active
#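 Assay system – RFP-PRO-GFP reporter HT1080 cells · Compound dosing – single dose of 20 µM compound, 1% DMSO final · Incubation – overnight compound exposure at 37 °C · Measure – GFP/RFP fluorescence ratio · Benchmarks – DMSO wells and RFP-L50D-GFP cells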
# FAS TE block: inhibitors of human fatty acid synthase thioesterase domain; inhibition, % at 15 µM; P49327; recombinant FAS-TE, OMFH fluorogenic substrate, fluorescence endpoint; actives 0.67% (n = 360,000);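 active = compounds whose normalised, plate-corrected inhibition of enzyme fluorescence in the single-dose primary screen is 50% or more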;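 note: 0% = DMSO with enzyme and 100% = substrate without enzyme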
# Numbers without * were called inactive; i = inactive; · = not tested or not shown.
molecule,Rin1-Abl PPI inh,PABP1 MLLE inh,E coli Lon inh,Neddyl block,NRP1-CendR mod,SKN-1 block,MsrA act,MT1-MMP act inh,FAS TE block
O=C(Nc1ccc(Oc2ccccc2)nc1)C1CCCCN1Cc1ccco1 (configuration not stated),2,5,-7,i,-17,-4,-14,-1,1
O=C(CSc1nc(-c2ccccc2)c(-c2ccccc2)[nH]1)N1CCN(S(=O)(=O)c2ccccc2)CC1,-1,-77,-4,i,1,29,-1,2,23
CCn1cc(C(=O)OCC(=O)c2ccc(Cl)cc2)c(=O)c2ccc(C)nc21,2,0,-16,i,-11,2,0,2,8
Cc1ccc(CCNC(=O)CN2C(=O)COc3ccc(S(=O)(=O)N4CCCCC4)cc32)cc1,3,-2,-8,i,-5,15,-1,8,10
CCC(C)NS(=O)(=O)c1ccc(S(=O)(=O)N(CCc2ccc(OC)c(OC)c2)Cc2cccs2)cc1 (configuration not stated),-2,3,-16,i,2,24,1,-9,33
C=CCOC(=O)C1=C[C@H](c2coc3ccccc3c2=O)C[C@H](OCCCCO)O1,-1,10,-6,i,-19,-2,-3,-5,-4
CCc1ccc2nc(N(CCN(C)C)C(=O)c3ccc4ccccc4c3)sc2c1,-2,9,-7,i,21,-7,-2,7,11
CCCCC1(C(=O)OCC)CC(CSC(=N)N)OC1=O (configuration not stated),4,14,-4,i,6,6,7,2,-9
Cc1nnc(SCC(=O)Nc2cc(S(C)(=O)=O)ccc2Cl)n1Cc1ccccc1,2,-5,-9,i,12,15,7,0,-5
CC(C)n1nnnc1C1c2ccccc2C(=O)N1C1CC1 (configuration not stated),·,·,0,i,-23,-4,-9,6,-6
O=C(c1coc(=O)c2ccccc12)N1CCN(Cc2ccccc2)CC1,0,16,0,i,8,16,-1,2,-1
Cc1cccc(NC(=O)CN2C(=O)CNC2=O)c1,-1,-1,-7,i,-8,-38,-7,4,-10
O=C(NC1CCCCC1)c1nc(C2CCNCC2)oc1-c1ccccc1,0,7,-8,i,10,6,-2,2,-7
CSCC[C@H](NC(=O)NCc1ccccc1F)C(=O)O,1,-8,-2,i,10,0,-13,-1,-7
CN1CCN(NC(=O)c2ccc(Cl)c(S(=O)(=O)Nc3ccc(Cl)cc3)c2)CC1,-2,-6,-1,i,8,1,-6,-3,-4
COc1cccc(/C=N/NC(=O)C(=O)NCc2cccnc2)c1O,-3,1,2,i,14,-4,-12,7,-9
CCC(=O)Nc1cc(C(F)(F)F)ccc1N1CCCC1,1,11,-2,i,13,3,-2,1,-7
COc1cc(/C=C2\SC(N)=NC2=O)ccc1OCC(=O)Nc1ccc(C)cc1,-2,-2,-35,i,-54,-3,-4,16,3
CN(CC(=O)Nc1ccccc1[N+](=O)[O-])Cc1ccc(Br)cc1,-5,-7,-15,i,1,3,-1,-4,32
COc1ccc(CN2C(=O)CCC(C(=O)O)C2c2ccccc2)cc1 (configuration not stated),-2,3,-4,i,3,-2,-10,3,-11
O=C(CN1C(=O)C(=O)N(Cc2ccco2)C1=O)Nc1ccccc1,1,-32,-4,i,-3,10,-3,-4,-9
CC(=O)Nc1cc2nc(C)n(Cc3ccccc3)c2nc1C,7,-28,-14,i,-18,-8,-3,-3,-7
Cc1c(C(=O)/C=C/N(C)C)nnn1-c1ccc(Cl)cc1C#N,-2,2,-21,i,-7,10,-5,-41,-6
Cc1ccccc1NC(=O)Cn1nnc(-c2ccc(N3CCOCC3)cc2)n1,-4,10,-1,i,8,6,-3,1,-8
COc1ccccc1CC(NC(C)=O)C(=O)NC1CCN(S(=O)(=O)c2ccc(NC(C)=O)cc2)CC1 (configuration not stated),12*,6,0,i,-4,5,-1,4,-1

# Three of the compounds above, field by field:
O=C(NC1CCCCC1)c1nc(C2CCNCC2)oc1-c1ccccc1
- Rin1-Abl PPI inh = 0
- PABP1 MLLE inh = 7
- E coli Lon inh = -8
- Neddyl block = i
- NRP1-CendR mod = 10
- SKN-1 block = 6
- MsrA act = -2
- MT1-MMP act inh = 2
- FAS TE block = -7
CCCCC1(C(=O)OCC)CC(CSC(=N)N)OC1=O (configuration not stated)
- Rin1-Abl PPI inh = 4
- PABP1 MLLE inh = 14
- E coli Lon inh = -4
- Neddyl block = i
- NRP1-CendR mod = 6
- SKN-1 block = 6
- MsrA act = 7
- MT1-MMP act inh = 2
- FAS TE block = -9
CN(CC(=O)Nc1ccccc1[N+](=O)[O-])Cc1ccc(Br)cc1
- Rin1-Abl PPI inh = -5
- PABP1 MLLE inh = -7
- E coli Lon inh = -15
- Neddyl block = i
- NRP1-CendR mod = 1
- SKN-1 block = 3
- MsrA act = -1
- MT1-MMP act inh = -4
- FAS TE block = 32

# The listing continues:
molecule,Rin1-Abl PPI inh,PABP1 MLLE inh,E coli Lon inh,Neddyl block,NRP1-CendR mod,SKN-1 block,MsrA act,MT1-MMP act inh,FAS TE block
C/C=C/c1cccc(-c2nc(C(=O)NC3CCC3)cc3c2[C@@H](CCO)N(S(=O)C(C)(C)C)C3)c1 (some centres not stated),1,-37,-22,i,-38,3,-1,-1,-9
CCc1ccc(/C(C)=N/NC(=O)c2ccc(-n3cnnn3)cc2)cc1,1,3,-14,i,-9,5,-1,3,-1
O=C(O)Cn1nc(-c2ccccc2)oc1=O,0,7,-17,i,9,2,-2,2,-10
C=CCn1c(=O)c2ccccc2n2c(SCc3cc(=O)n4ccsc4n3)nnc12,-1,-12,-9,i,-2,7,-4,-3,-5
O=C(CN1C(=O)NC2(CCCCCCC2)C1=O)NCc1ccccc1,3,-13,4,i,-1,0,-2,2,-3
O=C(CSc1nnc(-c2ccccc2F)o1)Nc1ccc(N2CCOCC2)cc1,1,9,-6,i,5,-18,-3,1,-1
CC(C)CC(=O)Nc1ccc([N+](=O)[O-])cc1Cl,3,-13,8,i,0,1,-14,·,3
Cc1ccc(S(=O)(=O)/N=C(/c2ccc(F)cc2)N(C)C)cc1,-2,-6,3,i,6,4,-4,0,-4
Nn1c(SCC(=O)Nc2ccc3c(c2)OCCO3)nnc(CCC(=O)O)c1=O,-1,-71,-2,i,-3,10,-3,-3,-7
CC(=O)Nc1ccc(-c2csc(Nc3ccccn3)n2)cc1,-4,7,1,i,11,17,-1,-3,4
CCN1CCN(C(=O)CN(c2cccc(Br)c2)S(=O)(=O)c2ccccc2)CC1,1,15,10,i,-7,7,-4,-2,-8
CCN(C(=O)COC(=O)Cc1c(F)cccc1Cl)c1c(N)n(Cc2ccccc2)c(=O)[nH]c1=O,3,2,-3,i,0,-10,-4,0,-2
Cn1nnnc1Sc1ncnc2scc(-c3ccccc3)c12,2,-23,-8,i,-9,-23,-3,-14,-1
Cn1cccc1C(=O)NC(=O)COC(=O)CCNS(=O)(=O)c1cccc(C(F)(F)F)c1,-3,-2,-6,i,-6,-6,-10,4,-2
CCOc1ccc(CN(C)CC(=O)NCc2ccccc2)cc1,1,3,-9,i,1,-10,-4,1,0
O=C(N/N=C1\CCCc2ccccc21)c1ccccc1[N+](=O)[O-],-1,-7,-6,i,0,-38,-14,-3,-6
COc1cc(C(=O)N(CCc2ccccc2)C2=CC3CCC(C2)N3C)cc(OC)c1OC (configuration not stated),4,2,-4,i,14,29,-4,2,3
O=C(CSc1nnc2ccc(-c3ccc(Br)cc3)nn12)NCC1CCCO1 (configuration not stated),-1,-3,-4,i,-8,11,-1,2,-4
O=C(COc1ccc(F)cc1)OCCN1CCOCC1,2,-14,-7,i,-4,6,-3,2,-7
OCC[C@@H]1C[C@H](O)[C@@H](O)[C@@]2(Cc3ccccc3CO2)O1,2,4,-17,i,-12,-3,-4,2,-11
Cn1cc(CN2CCCC(CO)(Cc3ccccc3)C2)cn1 (configuration not stated),3,17,-4,i,13,7,-1,2,0
O=C(c1ccc(F)cc1F)N1CCN(c2n[nH]c(=O)[nH]c2=O)CC1,-3,12,-5,i,4,-1,0,-3,-4
CCN1C(=O)/C(=C2/Sc3ccc(OC)cc3N2C)SC1=Nc1ccc(OC)cc1,5,23,-5,·,2,-5,-2,3,-8
CC(=O)N(Cc1nc2sc(C)c(C)c2c(=O)[nH]1)C1CCCC1,4,0,1,i,5,7,0,2,0
O=C(N/N=C/c1ccco1)c1ccc(NC(=O)c2ccc(Cl)cc2)cc1,-2,-18,-8,i,-6,-11,-2,5,2

# (more compounds)
molecule,Rin1-Abl PPI inh,PABP1 MLLE inh,E coli Lon inh,Neddyl block,NRP1-CendR mod,SKN-1 block,MsrA act,MT1-MMP act inh,FAS TE block
CCc1nnc(NC(=O)CSc2ccc(-c3ccccc3OC)nn2)s1,3,-1,-2,i,14,2,-2,4,0
CNC(=O)C(NC(=O)c1ccccc1)=C(C)C,-1,-10,-1,i,-4,-1,-3,0,-4
CC(C)CCNC(=O)C(c1ccncc1)N(Cc1cccs1)C(=O)Cn1nnc(-c2ccc(F)cc2)n1 (configuration not stated),-1,7,-4,i,-12,-7,-8,-45,-4
COCCNC(=O)/C(C#N)=C/c1cccc(NC(=O)c2ccccc2Cl)c1,1,8,-2,i,-10,6,-2,-5,-6
CCC(=O)Nc1ccc(C(=O)COC(=O)Cc2ccsc2)cc1,-2,-1,14,i,-7,18,-2,3,-4
Cn1c(C(=O)N2CCCC(Nc3ccc(F)cc3)C2)cc2ccccc21 (configuration not stated),-5,5,5,i,3,15,-2,-3,3
C/C(=N\NC(=O)c1ccccc1F)c1ccccn1,1,11,7,i,1,-22,-5,9,-4
COC(=O)c1cn(C)c2ccc(S(=O)(=O)N3CCCC3)cc2c1=O,-2,6,-6,i,0,11,-2,6,-8
O=C(Cc1ccccc1Cl)Nc1cccc(S(=O)(=O)N2CCCCCC2)c1,2,-8,-2,i,-2,-8,-2,1,24
CC(C)c1ccc[n+](-c2nc([O-])sc2C=O)c1,-2,5,7,i,6,-15,-6,2,-2
COCCCNC(=O)c1ccc(N(C)S(=O)(=O)c2ccc(OC)cc2)cc1,-3,3,-1,i,-8,-15,-6,-2,-6
COc1ccc(OC)c(-n2c(=O)c3ccccc3c3ccccc3c2=O)c1,1,-16,-9,i,-4,14,-1,-2,4
N=c1oc2ccccc2cc1-c1nc(-c2ccc(Cl)cc2)cs1,0,-21,0,·,-4,31,-5,2,3
Cc1ccccc1-n1c(C)nnc1SCC(=O)NC1CCCc2ccccc21 (configuration not stated),-5,-1,-2,i,-3,6,-5,3,-11
COC(=O)C1=C(N)Oc2cc(C)n(Cc3cccnc3)c(=O)c2C1c1ccc(OC)c(OC)c1 (configuration not stated),0,1,-1,i,-4,-6,-6,-3,-1
CCCCCC(=O)N1C[C@H](O)[C@@H](n2cc(C3CC3)nn2)C[C@@H]1c1ccc(C)cc1,-3,8,1,i,-1,-6,-1,0,3
NC(=O)CSc1nnc(COc2cccc3ccccc23)o1,-3,-84,-2,i,-1,4,-1,-7,1
O=C1CCCN1CCC(=O)N1CCCC(N2CCN(c3ccccc3F)CC2)C1 (configuration not stated),-4,1,8,i,9,6,0,3,-5
CCOC(=O)c1ccccc1OC(=O)NNc1ccccc1,1,2,1,i,-4,2,-2,1,-5
COc1ccccc1-c1csc(C(O)(c2ccccc2)C(F)(F)F)n1 (configuration not stated),-2,-3,-2,i,16,17,-5,1,22
COc1ccccc1C(=O)NCC(=O)OC(C)C(=O)N1CCOCC1 (configuration not stated),-1,-23,-4,i,-4,2,3,1,-6
COc1ccc(C(=O)N=C2SC3CS(=O)(=O)CC3N2c2ccc(N(C)C)cc2)cc1OC (configuration not stated),1,-6,-4,i,-5,12,2,2,-8
O=C(CSc1nnc(NC(=O)c2cccc(Br)c2)s1)NCC1CCCO1 (configuration not stated),3,-9,16,i,5,10,-2,-4,-3
CCN(C(=O)c1coc(=O)c(Br)c1)c1ccc2c(c1)OCO2,-1,94,21*,i,17,-12,-5,-31,-5
Cc1nn(-c2cc(N3CCCCC3)ccc2[N+](=O)[O-])c(=O)c2ccccc12,1,-14,-8,i,-3,17,4,6,16
O=C1c2cccc(Cl)c2C(=O)N1c1ccccn1,-2,5,5,i,-13,-4,-8,1,-7
Cn1c2ccccc2c2nnc(SCCN3CCOCC3)nc21,-5,24,4,i,4,2,-1,-7,-2
